Source: PubChem
Fam108B counter – mouse Fam108B serine hydrolase inhibitors, primary screen, counter-screen for RBBP9 inhibitor project, biochemical, fluorescence polarization; actives 0.33% (n = 300,000); recombinant Fam108B, FP-Rh probe fluorescence polarization; inhibition, % at 9.51 µM;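 active means inhibition above the screen mean inhibition plus 3 SD, computed separately per campaign, cut at about 18% in these data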;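 further: inhibitors lower polarization as less probe binds the enzyme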
GLD-1 RNA inh – GLD-1/TGE RNA complex disruptors, primary screen, biochemical, fluorescence polarization; Female germline-specific tumor suppressor gld-1 (Caenorhabditis elegans), Q17339; purified GLD-1 + fluorescein TGE RNA; inhibition, % at 5.96 µM; actives 0.44% (n = 320,000); AID 2280, 2010;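 active means percent inhibition above a per-plate cutoff, the plate mean of test compounds plus 3 SD, cut at about 30% in these data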;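 further: 0% = DMSO wells with GLD-1 and probe and 100% = wells lacking GLD-1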
BCLXL inh – inhibitors of human Bcl-xL, primary screen, biochemical, fluorescence polarization, HTS | Bcl-2-like protein 1 (Homo sapiens), Q07817 | GST-Bcl-xL / FITC-Bim BH3 peptide fluorescence polarization | inhibition, % at 10.9 µM | actives 0.7% (n = 320,000) | AID 2129, 2009;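 active means inhibition above the mean of all tested compounds plus 3 SD, cutoff set per campaign, cut at about 30% in these data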;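 further: 0% = DMSO wells and 100% = unlabeled Bim-BH3 peptide competitor; inhibitors lower millipolarization by displacing the labeled peptide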
Target sequence (Q07817 whole entry, looked up): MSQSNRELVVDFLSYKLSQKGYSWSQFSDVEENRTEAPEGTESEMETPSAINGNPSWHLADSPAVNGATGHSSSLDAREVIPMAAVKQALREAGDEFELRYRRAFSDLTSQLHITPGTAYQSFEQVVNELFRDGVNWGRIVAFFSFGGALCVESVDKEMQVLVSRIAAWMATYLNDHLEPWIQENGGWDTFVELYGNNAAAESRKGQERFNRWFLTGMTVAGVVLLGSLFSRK
MEX-5 binding – MEX-5 zinc finger RNA-binding disruptors – biochemical, C. elegans, fluorescence polarization, MLPCN library, primary screen. actives 0.38% (n = 300,000). MEX-5/FITC-TCR2 RNA binding; hits give low values. activity score (negative = inhibition of binding), % at 10 µM. Zinc finger protein mex-5 (Caenorhabditis elegans), Q9XUB2;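 active means inhibition past about -25% in most replicates, and total fluorescence under double the plate's negative control median, limit read from the data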;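 further: 0% = DMSO and -100% = 5 µM competing unlabeled TCR2 RNA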
Target sequence (Q9XUB2 whole entry, looked up): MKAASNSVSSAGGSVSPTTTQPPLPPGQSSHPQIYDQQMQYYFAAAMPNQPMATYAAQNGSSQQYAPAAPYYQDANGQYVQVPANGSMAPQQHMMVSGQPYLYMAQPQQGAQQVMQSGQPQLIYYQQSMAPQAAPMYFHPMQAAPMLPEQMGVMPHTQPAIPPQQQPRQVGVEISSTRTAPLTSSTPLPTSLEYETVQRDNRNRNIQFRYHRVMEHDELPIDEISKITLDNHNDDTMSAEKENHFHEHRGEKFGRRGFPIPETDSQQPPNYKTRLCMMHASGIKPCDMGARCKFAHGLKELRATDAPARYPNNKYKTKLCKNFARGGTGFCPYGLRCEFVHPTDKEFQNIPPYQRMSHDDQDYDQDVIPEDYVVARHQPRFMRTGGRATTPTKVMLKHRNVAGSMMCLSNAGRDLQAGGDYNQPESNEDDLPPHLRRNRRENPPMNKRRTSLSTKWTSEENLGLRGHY
EBNA-1 inhibitor – EBNA-1 DNA-binding inhibitors, primary screen, biochemical, fluorescence polarization. actives 0.34% (n = 300,000). inhibition, % at 14.8 µM. AID 1950, 2009; in the data active means inhibition above about 28%
MCL1 BIM primary – inhibitors of MCL1 binding to BIM-BH3, primary screen, biochemical, fluorescence polarization. AID 2057, 2009. actives 0.68% (n = 320,000). GST-MCL1 / FITC-Bim-BH3 fluorescence polarization. inhibition, % at 10.9 µM;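 active means inhibition above the mean inhibition of all tested compounds plus 3 SD, set per campaign, cut at about 40% in these data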;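 further: 0% = DMSO wells and 100% = unlabeled Bim-BH3 peptide control; higher means more loss of mP so more displacement of Bim peptide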
Efflux pump inh – inhibitors of Candida efflux pumps in yeast, primary screen, S. cerevisiae, Nile Red, multiplex | inhibition, % at 10 µM | AID 485275, 2010 | actives 0.44% (n = 330,000) | S. cerevisiae Candida pump triplex;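 active means plate passing quality check with inhibition over a set limit, or well fluorescence over plate mean plus 4 SD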;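 further: Nile Red retained in pooled yeast measured as flow cytometry median fluorescence; 0% = buffer negative control and 100% = Enniatin B positive control; higher means more Nile Red kept so more efflux inhibition; some compounds called inactive have numbers as strong as hits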
ZTA counter – ZTA (EBV) inhibition in EBNA-1 counter-screen | actives 0.15% (n = 320,000) | P03206 | inhibition, % at 11 µM | ZTA-DNA binding, fluorescence polarization; in the data active means inhibition above about 33%
CR mimetic SO – reduction of superoxide in aged yeast, primary screen, HTS. AID 2690, 2010. actives 0.18% (n = 330,000). superoxide response (% of plate mean), % at 10 µM. S. cerevisiae aged cells, superoxide DHE fluorescence; hits give low values;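 active means superoxide response under a set limit, about three screen SD below normal, cut at about 65% in these data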;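 further: yeast aged for seven days with compound at 30 °C before DHE staining; 100% = average MFI of all compound-treated wells on the plate with controls excluded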
Starred values were filed as active, the others as inactive; . = no result given. No enrichment for hits (roughly 2.3% active in at least one column).

Compound	Fam108B counter	Efflux pump inh	MCL1 BIM primary	MEX-5 binding	ZTA counter	BCLXL inh	CR mimetic SO	EBNA-1 inhibitor	GLD-1 RNA inh
O=C(N/N=C/c1ccccc1C(=O)O)c1ccncc1	3	-0.2	16	0.6	2	9	92	5	1
O=C(CSc1ccc2nnc(-c3ccccc3)n2n1)NCc1ccc2c(c1)OCO2	1	-0.3	1	-1.3	8	2	98	-3	3
O=C(Nc1nccs1)c1cccc(S(=O)(=O)N2CCCCC2)c1	-3	0.0	-1	2.4	-2	-2	66	3	4
COc1ccccc1NC(=O)CCn1c(=O)c2cccn2c2ccccc21	1	0.0	4	-3.3	7	5	91	1	-3
CCN1CCN(c2ncnc3scc(-c4ccc(C)c(C)c4)c23)CC1	-1	0.0	5	1.1	-10	4	99	-2	-5
CC(C)(C)OC(=O)N1CCC(NC(=O)c2[nH]cnc2C(=O)Nc2cccc(Cl)c2)CC1	.	-0.3	5	.	-9	-1	121	.	-3
COP(=O)(OC)c1nc(-c2cccc3ccccc23)oc1NCCc1ccccc1	2	0.2	-9	0.4	-6	-2	109	1	8
O=C(c1ccccc1)c1c2c(cc3sc4ccccc4[n+]13)-c1cccc3cccc-2c13	-16	0.2	116*	.	1	95*	117	-6	55*
CCc1ccc(NC(=O)c2noc3c2CCCCC3)cc1	2	0.1	8	-2.2	1	2	111	-2	1
O=C(NCCN1CCCCCC1)c1ccc(N2CCCC2=O)cc1	2	0.0	10	-2.0	-3	8	95	-3	4
Cc1ccc(C(=O)C(C)OC(=O)c2n[nH]c(=O)c3ccccc23)cc1 (centres undefined)	7	-0.1	12	2.3	-6	4	95	5	3
COC(=O)c1ccccc1NC(=O)c1sc(N)nc1C	-2	0.2	3	.	5	2	104	-9	4
C/C(=N/Nc1ncc(Br)cn1)c1ccc([N+](=O)[O-])cc1	3	-0.1	-1	-4.5	8	5	93	-2	3
Cc1ccc(N2CC(NS(=O)(=O)c3cccs3)CC2=O)cc1 (centres undefined)	-2	0.1	-3	-1.6	-12	0	110	-11	-1
CCN(CC)CCN1C(=O)C(=O)/C(=C(/O)c2ccncc2)C1c1ccccc1F (centres undefined)	-1	0.0	7	0.0	-7	11	100	0	-2
O=C(Nc1cc(-c2ccccc2)[nH]n1)c1ccc(Cl)cc1	-3	0.0	5	-2.2	11	6	100	-2	7
Cc1cc(OC(C)C(=O)NCCCN2CCOCC2)c2c(C)c(C)c(=O)oc2c1 (centres undefined)	3	0.0	4	-0.9	-14	4	83	-8	2
CCOC(=O)c1ccc2c(c1)n(CC)c(/C=C/N(C)c1ccccc1)[n+]2CC	-2	0.1	-22	-0.3	18	-4	94	2	5
CSc1ccc(/C=N/N(C)S(=O)(=O)c2ccc(C)cc2)cc1	4	-0.3	7	1.7	0	-1	106	-8	-4
CCOC(=O)c1c(-c2ccc(OC)cc2)csc1NC(=O)CSc1ccccc1	-4	-0.1	8	-1.0	3	10	91	4	1
CC(Sc1nc2ccccc2c(=O)n1CC1CCCO1)C(=O)Nc1ccc(S(N)(=O)=O)cc1 (centres undefined)	-7	0.0	4	-0.6	-22	-7	111	-10	2
COc1ccc(CCNC(=S)N2CCN(S(=O)(=O)c3ccc(C)cc3)CC2)cc1	1	0.0	14	-1.0	9	10	75	2	0
O=C(NNC(=S)NCCc1ccccc1)c1ccc(Br)s1	4	0.0	-5	1.9	-12	-1	81	-13	11
CCOc1ccc2oc(C(=O)N3CCN(c4ccccc4OCC)CC3)c(C)c2c1	-2	0.0	3	-0.7	-5	-1	90	-17	3
Cc1cccc(/C(N)=N/OC(=O)C23CC4CC(CC(C4)C2)C3)c1	4	-0.3	-1	1.0	-24	5	100	10	4
CC(C)(C)c1ccc(C(=O)NCCC(=O)N2CCC3(CC2)NCCc2[nH]cnc23)cc1	5	0.0	-2	0.0	-6	-2	135	1	-8
Clc1ccc(OCCNCCc2ccccc2)cc1	-1	0.0	3	3.2	4	0	108	0	-2
O=C(CSc1nc2ccccc2c(=O)n1NC(=O)c1ccccc1)c1ccc(Cl)cc1	-5	-0.1	3	0.8	18	2	96	0	12

Complete entries, quoted from the list.
Entry for `CC(Sc1nc2ccccc2c(=O)n1CC1CCCO1)C(=O)Nc1ccc(S(N)(=O)=O)cc1` (centres undefined) : Fam108B counter = -7; Efflux pump inh = 0.0; MCL1 BIM primary = 4; MEX-5 binding = -0.6; ZTA counter = -22; BCLXL inh = -7; CR mimetic SO = 111; EBNA-1 inhibitor = -10; GLD-1 RNA inh = 2
Entry for `CCOc1ccc2oc(C(=O)N3CCN(c4ccccc4OCC)CC3)c(C)c2c1` : Fam108B counter = -2; Efflux pump inh = 0.0; MCL1 BIM primary = 3; MEX-5 binding = -0.7; ZTA counter = -5; BCLXL inh = -1; CR mimetic SO = 90; EBNA-1 inhibitor = -17; GLD-1 RNA inh = 3

In the list so far, these contain a halogen:
Compound	Fam108B counter	Efflux pump inh	MCL1 BIM primary	MEX-5 binding	ZTA counter	BCLXL inh	CR mimetic SO	EBNA-1 inhibitor	GLD-1 RNA inh
CC(C)(C)OC(=O)N1CCC(NC(=O)c2[nH]cnc2C(=O)Nc2cccc(Cl)c2)CC1	.	-0.3	5	.	-9	-1	121	.	-3
C/C(=N/Nc1ncc(Br)cn1)c1ccc([N+](=O)[O-])cc1	3	-0.1	-1	-4.5	8	5	93	-2	3
CCN(CC)CCN1C(=O)C(=O)/C(=C(/O)c2ccncc2)C1c1ccccc1F (centres undefined)	-1	0.0	7	0.0	-7	11	100	0	-2
O=C(Nc1cc(-c2ccccc2)[nH]n1)c1ccc(Cl)cc1	-3	0.0	5	-2.2	11	6	100	-2	7
O=C(NNC(=S)NCCc1ccccc1)c1ccc(Br)s1	4	0.0	-5	1.9	-12	-1	81	-13	11
Clc1ccc(OCCNCCc2ccccc2)cc1	-1	0.0	3	3.2	4	0	108	0	-2
O=C(CSc1nc2ccccc2c(=O)n1NC(=O)c1ccccc1)c1ccc(Cl)cc1	-5	-0.1	3	0.8	18	2	96	0	12
